Screens: PubChem, several laboratories
PolyA inhibitor – polyadenylation inhibitors in yeast reporter cells, primary screen, luminescence, S. cerevisiae. S. cerevisiae SKY197-pL101 polyadenylation reporter, beta-gal luminescence; efflux-impaired pdr1/pdr3 knockout yeast; score 100 = 6 SD above DMSO. calls only at 12 µM. hit rate 0.02% among 300,000. AID 1875, 2009;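 active means lowest replicate activity score at least 50, where 100 means six control SD above control mean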;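 further: yeast exposed to compound for 9 h at 30 °C; higher score means more reporter readthrough which indicates perturbed polyadenylation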
KCNQ1 pot – potentiators or activators of KCNQ1 channel, primary screen, cell-based, thallium flux, high-throughput; CHO-K1 KCNQ1, thallium flux FluxOR fluorescence; hits give high values; B-score at 10 µM; hit rate 0.35% among 310,000; AID 2648, 2010;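 active means fluorescence ratio B-score, a plate-corrected score, at least three library SD, with initial intensity B-score within 5 SD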
Target sequence (P51787 whole entry, looked up): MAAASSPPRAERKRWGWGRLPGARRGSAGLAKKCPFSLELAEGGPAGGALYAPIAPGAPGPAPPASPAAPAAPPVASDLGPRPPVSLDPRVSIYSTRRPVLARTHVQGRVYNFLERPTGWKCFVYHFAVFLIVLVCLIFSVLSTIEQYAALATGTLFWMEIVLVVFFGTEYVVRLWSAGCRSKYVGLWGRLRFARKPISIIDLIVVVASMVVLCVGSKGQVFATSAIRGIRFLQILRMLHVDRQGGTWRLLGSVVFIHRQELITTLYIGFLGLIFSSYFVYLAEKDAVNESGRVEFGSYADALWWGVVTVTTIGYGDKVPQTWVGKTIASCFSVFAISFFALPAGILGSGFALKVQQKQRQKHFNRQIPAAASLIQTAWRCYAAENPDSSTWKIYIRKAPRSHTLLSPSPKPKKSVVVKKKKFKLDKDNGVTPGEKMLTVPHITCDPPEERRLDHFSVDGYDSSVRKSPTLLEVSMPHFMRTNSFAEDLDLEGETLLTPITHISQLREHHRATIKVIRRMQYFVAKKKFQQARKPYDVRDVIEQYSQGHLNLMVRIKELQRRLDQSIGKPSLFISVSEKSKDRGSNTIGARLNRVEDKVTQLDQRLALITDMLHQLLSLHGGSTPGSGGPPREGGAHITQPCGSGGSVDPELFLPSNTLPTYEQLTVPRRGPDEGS
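Assay system: CHO-K1 cells stably expressing KCNQ1; Medium: assay buffer with matched DMSO; Also added: K+/Tl+ depolarizing stimulus; Dosing: single dose; Timing: dye 90 min, compound 20 min, room temperature; Measured by: kinetic FluxOR thallium fluorescence, 10-s 1-Hz baseline, 110-s post-stimulus read; Read-out: peak-minus-minimum fluorescence over initial fluorescence, negative-control normalized, B-scored.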
RGS4 pot – RGS4 potentiators or activators, primary screen, cell-based, HEK293 M3R inducible RGS4, calcium flux | carbachol calcium flux Fluo4; hits give low values | B-score at 10 µM | hit rate 0.92% among 310,000;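 active means B-score of the integrated calcium signal more than 4 SD below the library mean, with starting fluorescence not abnormally high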;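 further: negative B-score means reduced calcium response which marks RGS4 activation or potentiation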
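Detection: kinetic calcium fluorescence imaging with Fluo4-AM dye, 2 µM / Material: HEK293 cells with stable M3R and inducible RGS4 / Schedule: recording 10 s baseline at 1 Hz, 100 s post-agonist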
KCNK3 inh – human KCNK3 channel inhibitors, primary screen, CHO cells, FluxOR thallium flux, B-score | Potassium channel subfamily K member 3 (Homo sapiens), O14649 | B-score at 10 µM | FluxOR fluorescence; hits give low values | hit rate 0.84% among 340,000;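 active means B-score under library mean minus 4 SD, starting fluorescence ratio at most library mean plus 5 SD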;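 further: more negative B-score means stronger inhibition of thallium flux through KCNK3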
Target sequence (O14649 whole entry, looked up): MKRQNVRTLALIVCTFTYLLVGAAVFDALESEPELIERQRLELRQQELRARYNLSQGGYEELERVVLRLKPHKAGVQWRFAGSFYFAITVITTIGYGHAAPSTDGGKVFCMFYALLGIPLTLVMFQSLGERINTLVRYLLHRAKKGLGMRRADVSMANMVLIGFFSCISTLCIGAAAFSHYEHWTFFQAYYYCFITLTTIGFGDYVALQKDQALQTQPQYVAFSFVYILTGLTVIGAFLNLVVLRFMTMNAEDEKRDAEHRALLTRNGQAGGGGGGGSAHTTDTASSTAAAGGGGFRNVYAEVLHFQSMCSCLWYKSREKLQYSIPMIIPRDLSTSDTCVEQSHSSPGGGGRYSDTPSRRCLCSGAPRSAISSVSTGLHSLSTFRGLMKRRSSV
DYRK1A inh – rat Dyrk1A kinase inhibitors, primary screen, biochemical, single point, plate reader. ADP-Glo luminescence, NFATc1 peptide. inhibition, % at 12.5 µM. hit rate 0.43% among 310,000; in the data active means inhibition above about 50%;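 further: plate controls were vehicle with enzyme for no effect and no enzyme for full effect; many of its hits are not listed in these tables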
GSK3B inh – human GSK3beta kinase inhibitors, primary screen, biochemical, cell-free homogeneous, HTS | Glycogen synthase kinase-3 beta (Homo sapiens), P49841 | GST-GSK3beta kinase, ADP-Glo luminescence, 60 min; hits give low values | activity score (negative = inhibition), % at 10 µM | hit rate 0.038% among 300,000 | AID 2097, 2009;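 active means more than half of replicate wells score below -50%, meaning over 50% inhibition versus plate controls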;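 further: 0% = median DMSO wells and -100% = median GW8510 positive control wells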
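test system = GST-tagged human GSK3beta kinase, cell-free | reagent = 25 µM ATP with peptide substrate | dosing = one dose of 10 µM per compound | schedule = 60 min reaction, RT | detection = luminescent ADP-Glo measurement of ADP formed | control set = DMSO neutral wells and GW8510 at 20 µM as positive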
hERG protect – hERG rescue from dofetilide block, primary screen, cell-based, CHO-hERG, FluxOR thallium flux, dofetilide IC70; activation (rescue from dofetilide block), less the hit threshold, % at 10 µM; Voltage-gated inwardly rectifying potassium channel KCNH2 (Homo sapiens), Q12809; hit rate 0.51% among 310,000; dofetilide IC70 present;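 active means activation above the mean of controls blocked by dofetilide plus 5 SD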;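 further: thallium influx through hERG after potassium depolarization seen as dye fluorescence rise; in these data hits start at about 4.7%; inactives centre near -7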
GSK3 alpha inh – blockers of GSK3A enzyme activity – biochemical, luminescence, cell-free homogeneous, HTS, primary screen; Glycogen synthase kinase-3 alpha (Homo sapiens), P49840; GSK-3 alpha kinase, ADP-Glo luminescence, 60 min; inhibition, % at 10 µM; hit rate 0.1% among 320,000; AID 2650, 2010;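 in the data active means inhibition above about 50%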;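 further: GST-tagged GSK-3 alpha with peptide substrate and 25 µM ATP; 0% = DMSO neutral wells and 100% = GW8510 positive control wells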
KCNQ1 block – inhibitors of human KCNQ1 channel, primary screen, cell-based, thallium flux, high-throughput; CHO-K1 KCNQ1, FluxOR thallium flux fluorescence; hits give high values; B-score at 10 µM; hit rate 1.3% among 310,000; AID 2642, 2010;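 active means compounds whose thallium flux B-score, printed positive for inhibition, exceeds three library SD while starting fluorescence stays within three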;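 further: channel opened by potassium depolarization with thallium stimulus after 20 min compound exposure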
RGS4 block – RGS4 inhibitors, primary screen, cell-based, HEK293 M3R inducible RGS4, calcium flux; hit rate 0.45% among 310,000; B-score at 10 µM; Fluo-4 calcium flux; hits give high values; triggered by carbachol at its EC20;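 active means B-score, a plate-corrected calcium signal, over three deviations above library mean, with baseline fluorescence within five deviations of library mean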;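 further: RGS4 expression induced by doxycycline in cells with stable M3 receptor; B-score is computed from the integrated fluorescence ratio over baseline after carbachol; higher B-score means a larger calcium signal and so more RGS4 inhibition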
KCNK9 block – KCNK9 potassium channel inhibitors, primary screen, HEK293 cells, thallium flux | Potassium channel subfamily K member 9 (Homo sapiens), Q9NPC2 | FluxOR thallium flux fluorescence; hits give low values | B-score at 10 µM | hit rate 1.2% among 310,000 | AID 488922, 2010;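 active means ratio B-score over 3 SD below the library mean, with starting fluorescence within 5 SD of its mean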;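 further: negative B-score means less thallium flux so channel inhibition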
Numbers without * were called inactive; i = inactive; . = not tested or not shown. Only part of the results is shown; the hit share may differ from the screen's.

The line under a structure holds: PolyA inhibitor | KCNQ1 pot | RGS4 pot | KCNK3 inh | DYRK1A inh | GSK3B inh | hERG protect | GSK3 alpha inh | KCNQ1 block | RGS4 block | KCNK9 block
1) Cc1ccsc1C(=O)OC1CCOC1=O (stereo not drawn)
 : i | i | i | i | -9.1 | -4.9 | -1.9 | -0.4 | i | i | i
2) CC(=O)NC(CC(=O)N(C)Cc1c(F)cccc1Cl)c1ccccc1 (stereo not drawn)
 : i | i | i | i | 0.1 | 0.3 | -9.8 | -1.1 | i | i | i
3) COc1ccc(/C=N/Nc2cc(C)nc3ccccc23)cc1
 : i | i | i | i | 5.1 | 0.0 | -16.9 | 5.0 | i | i | i
4) CCOC(=O)C1=C(CS(=O)(=O)c2ccc(Cl)cc2)NC(=O)NC1c1ccc(O)c(OC)c1 (stereo not drawn)
 : i | i | i | i | 4.4 | -0.2 | -7.5 | 0.2 | i | i | i
5) Cc1ccc(N=C2NC(=O)c3cccc([N+](=O)[O-])c32)cc1
 : i | i | i | i | 1.5 | -0.1 | 0.1 | -0.2 | i | i | i
6) CCOC(=O)c1c(C)nsc1NCc1ccccc1
 : i | i | i | i | -1.2 | -1.7 | -2.6 | 0.0 | i | i | i
7) O=C(CSCc1ccccc1)Nc1cccc(C(=O)Nc2ccccc2C(=O)O)c1
 : i | i | i | i | 10.1 | 3.8 | -7.9 | -1.8 | i | i | i
8) O=S(=O)(c1ccc(N2CCCCCC2)nc1)N1CCCC1
 : i | i | i | i | -2.3 | -0.8 | -1.8 | 1.0 | i | i | i
9) Nc1cc(-c2ccccc2)nn1Cc1ccc(Cl)cc1
 : i | i | i | i | 0.6 | 1.2 | -11.3 | -1.5 | i | i | i
10) Cn1cc(-c2cccc(Cl)c2)cc(C#N)c1=O
 : i | i | i | i | 0.0 | 0.3 | -5.8 | -1.1 | i | i | i
11) COC(=O)C(C)SC1=N/C(=C/c2ccc(-n3cncn3)cc2)C(=O)N1 (stereo not drawn)
 : i | i | i | i | 5.5 | 0.5 | -19.0 | 7.6 | i | i | i
12) CC(=O)Nc1ccc(S(=O)(=O)Nc2ccc(N3CCOCC3)c(F)c2)cc1
 : i | i | i | i | 6.9 | 0.8 | -4.5 | 2.3 | i | i | i
13) O=S(=O)(c1cccc(-c2csc(-c3ccccc3)n2)c1)N1CCOCC1
 : i | i | i | i | 1.7 | -9.5 | -20.3 | -2.7 | i | i | i
14) Cc1ccc(N(C(=O)c2snc(C(N)=O)c2N)C(C(=O)NCCC(C)C)c2ccco2)cc1 (stereo not drawn)
 : i | i | i | i | -4.5 | 1.1 | -10.4 | -1.2 | i | i | i
15) COc1ccc2c(c1OC)c(=O)n1c3ccc(OC(C)C(=O)NCCN4CCOCC4)cc3c3ccnc2c31 (stereo not drawn)
 : i | i | i | i | 0.9 | -0.3 | -28.7 | -4.8 | i | i | i
16) Cc1ccc(S(=O)(=O)N2CCCC(c3nnc4n3-c3ccccc3SC4)C2)cc1 (stereo not drawn)
 : i | i | i | i | 3.5 | -5.6 | -7.3 | 0.2 | i | i | i
17) CCc1cc2c(NC(Cc3c[nH]c4ccccc34)C(=O)O)nc(C)nc2s1 (stereo not drawn)
 : i | i | i | i | -7.3 | -1.5 | -12.1 | -0.6 | i | i | i
18) CCc1[nH]nc2c1C(C1C=CCCC1)C(C#N)=C(N)O2 (stereo not drawn)
 : i | i | i | i | 3.4 | -2.8 | -10.5 | 4.0 | i | i | i
19) O=C(c1cncc(Br)c1)N1CCN(c2ccc([N+](=O)[O-])cc2)CC1
 : i | i | i | i | 2.1 | 2.3 | -8.6 | 7.2 | i | i | i
20) CC(C)C(OC(=O)C1CCCO1)C(=O)NC1CCCC1 (stereo not drawn)
 : i | i | i | i | -2.7 | 4.1 | -8.7 | -5.7 | i | i | i
21) O=C(NCCCn1ccnc1)C(=O)NCc1ccccc1
 : i | i | i | i | 0.0 | 2.1 | -3.7 | -0.4 | i | i | i
22) O=C1CC(C(F)(F)F)=NN1
 : i | i | i | i | 6.1 | 0.9 | -1.4 | -0.4 | i | i | i
23) CC1CCN(S(=O)(=O)c2ccc(C(=O)OC(C)C(=O)NC3CCCCC3C)cc2)CC1 (stereo not drawn)
 : i | i | i | i | . | -0.2 | -8.4 | 3.8 | i | i | i
24) Cc1cccn2c(=O)c3cc(C(=O)NCc4ccco4)c(=N)n(C4CCCC4)c3nc12
 : i | i | i | i | 1.3 | 0.4 | -18.0 | 6.5 | i | i | i
25) COC(=O)C1=C(C)N(CCCC(=O)O)C(=O)NC1c1ccccc1Cl (stereo not drawn)
 : i | i | i | i | 6.3 | -2.7 | -3.4 | -6.1 | i | i | i
26) Cc1ccc(CNc2oc(COc3ccccc3Cl)nc2C#N)cc1
 : i | i | i | i | -2.7 | -0.6 | -7.9 | -1.5 | i | i | i
27) Cc1nnsc1C(=O)NNS(=O)(=O)c1cc(C(F)(F)F)cc(C(F)(F)F)c1
 : i | i | i | i | . | 3.0 | -3.0 | -1.1 | i | i | i
28) Cc1nc(C)c(CCNC(=O)c2ccccc2Br)s1
 : i | i | i | i | -5.1 | 0.2 | -0.9 | . | i | i | i
29) CC(=O)Nc1ccc(NC(=O)C(=O)c2cn(CC(=O)N3CCCC3)c3ccccc23)cc1
 : i | i | i | i | 2.3 | -1.2 | -5.3 | -1.1 | i | i | i
30) COc1ccc(S(=O)(=O)NC(Cc2cnc[nH]2)C(=O)O)cc1 (stereo not drawn)
 : i | i | i | i | -4.6 | 5.9 | -7.2 | -0.2 | i | i | i
31) CCn1c(SCC(=O)Nc2nnc(C)s2)nnc1C(C)NC(=O)c1ccccc1F (stereo not drawn)
 : i | i | i | i | -2.2 | -0.3 | -5.5 | -2.8 | i | i | i
32) COc1ccc(S(=O)(=O)Nc2cc(C(=O)NCCCN3CCOCC3)ccc2N2CCOCC2)cc1
 : i | i | i | i | -2.3 | 0.7 | -8.2 | 0.6 | i | i | i
33) CNC(=O)COC(=O)COc1ccc2c(C)cc(=O)oc2c1
 : i | i | i | i | -1.6 | 2.0 | -6.9 | 1.8 | i | i | i
34) COC(=O)c1ccccc1NC(=O)CN(c1ccc(C)cc1)S(C)(=O)=O
 : i | i | i | i | 3.0 | 1.7 | -12.6 | 3.6 | i | i | i
35) COc1ccc(N2CCN(c3cnc4ccccc4n3)CC2)cc1
 : i | i | i | i | 3.0 | 2.3 | -3.7 | 1.1 | i | i | i
36) CC(C)(C)[C@@H]1C=C(C(=O)O)O[C@H](OCc2ccc(CO)cc2)C1
 : i | i | i | i | 3.2 | -3.6 | -7.3 | -5.0 | i | i | i
37) O=C1c2ccccc2NC(c2ccccc2O)N1NS(=O)(=O)c1ccccc1 (stereo not drawn)
 : i | i | i | i | 3.1 | -1.3 | -9.0 | -1.1 | i | i | i
38) COC(=O)c1cc2c(N)c(C(=O)c3ccc(Cl)cc3)sc2nc1C(OC)OC
 : i | i | i | i | . | 3.7 | -4.6 | -11.5 | i | i | i
39) CCN(Cc1ccc(NC(C)=O)cc1)CC1CCCN(CCc2cccc(OC)c2)C1 (stereo not drawn)
 : i | i | i | i | . | 1.1 | -5.9 | -4.4 | i | i | i
40) CCOC(=O)c1c(NC2=NS(=O)(=O)c3ccccc32)sc2c1CCCCC2
 : i | i | i | i | -3.4 | 6.3 | -12.6 | -1.1 | i | i | i
41) Cc1ccc(C(=O)Nc2nc(C)c(C)s2)o1
 : i | i | i | i | 10.5 | -0.1 | -0.2 | -2.8 | i | i | i
42) COc1ccc(NC(C)=O)cc1NC(=O)CSc1nnc(-c2ccc(F)cc2)n1N
 : i | i | i | i | -3.5 | -3.6 | -5.8 | -1.0 | i | i | i
43) Cc1ccc(C)c(S(=O)(=O)N2CCN(CC(=O)NC(=O)NCc3ccco3)CC2)c1
 : i | i | i | i | 16.3 | 2.4 | -13.6 | -4.4 | i | i | i
44) COC(=O)C(Cc1ccccc1)NC(=O)COc1ccc(C(C)(C)C)cc1 (stereo not drawn)
 : i | i | i | i | -1.0 | 2.6 | -8.7 | -0.7 | i | i | i
45) COc1cc(C(C)=O)ccc1OCC(O)CNCC1(N2CCCCC2)CCCCC1 (stereo not drawn)
 : i | i | i | i | 5.2 | -0.8 | -13.9 | 0.3 | i | i | i
46) CCc1cccc(NC(=O)Cc2ccc(OC)c(OC)c2)c1
 : i | i | i | i | -1.2 | 1.2 | 0.0 | -1.3 | i | i | i
47) O=C(COc1cccc(Oc2ccccc2)c1)Nc1ncccn1
 : i | i | i | i | -0.4 | -3.2 | -5.7 | 9.5 | i | i | i
48) Cc1ccc(S(=O)(=O)CCC(=O)OCC(=O)N2CCN(c3ccccc3)CC2)cc1
 : i | i | i | i | -3.7 | 0.1 | -12.9 | -3.4 | i | i | i
49) Cc1cccc(NC(=O)c2ccc(NC(C)c3ccccc3)c([N+](=O)[O-])c2)n1 (stereo not drawn)
 : i | i | i | i | -8.0 | 1.2 | 1.6 | -0.5 | i | i | i
